Screening results from PubChem.
bIAP inh: blocks bovine intestinal alkaline phosphatase activity; inhibition, % at 20 µM; 190,000 tested, under 10 active; purified bovine IAP, CDP-star luminescence, 30 min;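 active = over 50% inhibition of intestinal alkaline phosphatase at 20 µM in the single-dose screen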
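System: Purified bovine intestinal alkaline phosphatase (IAP) enzyme | Input: IAP diluted 1/65,000,000 in the well | Also added: CDP-star chemiluminescent phosphatase substrate, 30 µM final | Dosing: 20 µM single dose | Times: Enzyme reaction for 30 min at room temperature | Detection: Luminescence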
S1P3 antag: antagonists of human S1P3 receptor. Q99500. CHO S1P3 NFAT-BLA reporter, FRET fluorescence, antagonist mode. inhibition, % at 4.98 µM. 170,000 tested, 0.27% active. AID 485;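 active = inhibition above the plate cutoff, the mean inhibition of test wells on that plate plus 3 SD, cut at about 28% in these data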;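 also: cells challenged with S1P at its EC80 of 0.8 µM; blue over green emission ratio from cleaved BLA substrate after 4 h stimulation; 0% = S1P-stimulated wells and 100% = unstimulated DMSO-only wells; some compounds past the cut are filed as inactive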
Efa HMGR inh: blocks class II HMG-CoA reductase of Enterococcus faecalis | purified E. faecalis HMGR, NADPH absorbance 340 nm kinetic | inhibition, % at 10 µM | 190,000 tested, 0.41% active | AID 1066;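 active = inhibition above a set limit, the median over all tested compounds plus 3 SD, cut at about 9.5% in these data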;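 also: enzyme runs in reverse so mevalonate oxidation gives rising NADPH absorbance; 0% = complete reaction with DMSO and 100% = background rate lacking mevalonate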
RAM network inh: yeast RAM network inhibition | S. cerevisiae dse1pr::URA3 reporter, 5-FOA growth OD615, 2 d; analog-sensitive cbk1-as2 kinase mutant strain | inhibition, % at 50 µM | 190,000 tested, 1.8% active | AID 868;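 active = inhibition above a set limit, 3 SD over mean compound inhibition, cut at about 8.4% in these data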;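 also: 0% = DMSO-only wells with no growth and 100% = 10 µM 1-NA-PP1 full growth; inhibition rescues growth on 5-FOA so higher OD means more RAM inhibition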
PPARg SRC1 recr: agonists of human PPARgamma SRC-1 coactivator recruitment. P37231. PPARgamma-SRC-1 coactivator recruitment biochemical assay. activation, % at 8 µM. 200,000 tested, 0.41% active; in the data active = activation above about 19%;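 also: 0% = DMSO and 100% = reference agonist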
Target sequence (P37231 whole entry, looked up): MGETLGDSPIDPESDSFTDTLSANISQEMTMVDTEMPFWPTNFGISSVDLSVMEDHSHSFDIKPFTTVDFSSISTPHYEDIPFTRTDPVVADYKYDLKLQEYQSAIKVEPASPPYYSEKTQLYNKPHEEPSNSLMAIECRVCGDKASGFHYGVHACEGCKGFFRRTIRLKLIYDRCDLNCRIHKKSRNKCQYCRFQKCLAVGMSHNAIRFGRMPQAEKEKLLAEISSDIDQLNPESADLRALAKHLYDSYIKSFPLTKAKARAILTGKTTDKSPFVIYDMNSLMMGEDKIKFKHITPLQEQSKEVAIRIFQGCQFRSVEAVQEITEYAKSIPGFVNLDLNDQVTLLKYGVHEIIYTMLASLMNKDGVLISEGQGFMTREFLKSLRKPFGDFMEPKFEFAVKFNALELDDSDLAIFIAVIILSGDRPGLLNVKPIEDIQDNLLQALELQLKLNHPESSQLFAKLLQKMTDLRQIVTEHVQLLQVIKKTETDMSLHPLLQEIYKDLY
ROMK mod: modulators of human ROMK potassium channel; P48048; AID 1918; B-score at 10 µM; 130,000 tested, 2% active; Tet-inducible ROMK, thallium flux fluorescence; actives lie on both sides;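 active = signal ratio slope over the read window, or its plate-corrected B-score, at least 3 SD from the plate mean, either direction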;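 also: B-score of the F/F0 ratio slope over 7 to 12 s after thallium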
Target sequence (P48048 whole entry, looked up): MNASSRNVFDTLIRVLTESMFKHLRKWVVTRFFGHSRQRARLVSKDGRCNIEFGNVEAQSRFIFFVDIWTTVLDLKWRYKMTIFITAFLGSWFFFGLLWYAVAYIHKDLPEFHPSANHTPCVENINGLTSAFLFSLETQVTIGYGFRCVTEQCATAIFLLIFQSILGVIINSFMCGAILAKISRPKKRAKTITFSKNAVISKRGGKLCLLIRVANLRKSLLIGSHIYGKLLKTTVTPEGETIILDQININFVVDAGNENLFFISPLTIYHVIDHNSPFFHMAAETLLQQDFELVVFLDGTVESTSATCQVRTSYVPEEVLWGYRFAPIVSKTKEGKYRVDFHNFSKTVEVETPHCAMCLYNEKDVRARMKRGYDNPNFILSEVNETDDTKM
PPARg SRC2 recr: promotes SRC-2 coactivator recruitment by human PPARgamma | 200,000 tested, 0.34% active | AID 1032 | P37231 | PPARgamma LBD-SRC-2 recruitment, biochemical | activation, % at 8 µM; in the data active = activation above about 22%;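 also: 0% = vehicle and 100% = reference agonist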
SRC2 TRFRET art: TR-FRET artefact, counter-screen to PPARgamma/SRC-2 agonist assay; TR-FRET ratio at 8 µM; 200,000 tested, 0.4% active; hits give high values; in the data active = TR-FRET ratio above about 2000; also: inactives centre near 1500; reference of the scale not given here
Redox H2O2 prof: compounds producing H2O2 with reducing agent – biochemical, NIH compound library profiling, artefact control for MLSCN library redox annotation, primary screen. DTT-dependent redox cycling H2O2, phenol red/HRP absorbance; 100% = 100 µM peroxide control, 0% = buffer. activation, % at 10 µM. 200,000 tested, 0.03% active;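 active = activation of at least 50% relative to the plate's high and low controls in the primary single-dose screen; inactive = activation below 50%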;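 also: compound incubated with DTT at 0.8 mM final as the reducing agent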
Lmaj promast: reduces viability of Leishmania major promastigotes; 200,000 tested, 9% active; inhibition, % at 10 µM; resazurin fluorescence viability; in the data active = inhibition above about 50%;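 also: promastigotes grown with compound for 44 hours at 28 °C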
PPARg SRC3 recr: promotes SRC-3 coactivator recruitment by human PPARgamma; P37231; biochemical PPARgamma/SRC-3 coactivator recruitment assay; activation, % at 8 µM; 200,000 tested, 0.26% active; in the data active = activation above about 23%;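 also: 0% = DMSO and 100% = reference agonist; some compounds past the cut are filed as inactive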
Active calls of the source: *; . = not tested or not shown.

Every second line gives: bIAP inh	S1P3 antag	Efa HMGR inh	RAM network inh	PPARg SRC1 recr	ROMK mod	PPARg SRC2 recr	SRC2 TRFRET art	Redox H2O2 prof	Lmaj promast	PPARg SRC3 recr
- Nc1nc(CN2CCN(c3ccccn3)CC2)nc(Nc2ccc(F)cc2)n1
→ 10	-9	-5	-0.5	12	-1	6	1714	0.7	12	7
- CCOc1ccc(C(N)=O)cc1OC
→ 11	.	1	0.8	6	0.14	8	1385	2.5	-3	-7
- CCN(CC)C(=O)C(C)N(C#N)c1nc(C)cc(C)n1 (stereo not drawn)
→ 4	-7	2	1.1	-1	.	-2	1614	0.3	-6	-2
- COc1ccc(C2CC(c3ccccc3)n3nnnc3N2)cc1 (stereo not drawn)
→ 6	.	-4	2.7	7	-0.62	-5	1390	0.3	12	0
- O=C(CCN1C(=O)C2C3C=CC(C3)C2C1=O)N1CCN(c2ccc(F)cc2)CC1 (stereo not drawn)
→ 4	9	-1	-0.7	6	.	4	1709	-2.7	-9	2
- O=C(CSc1ccc(Br)cc1)NCC1CCCO1 (stereo not drawn)
→ -12	5	3	0.7	2	0.016	12	1653	0.0	-3	4
- COc1cc(CNc2ncn[nH]2)ccc1OCc1ccccc1C
→ 2	6	-1	3.0	3	0.62	5	1523	-1.0	-6	4
- O=C(CSc1cccc2cccnc12)N/N=C/c1cccc(O)c1
→ 0	-4	5	0.9	-1	-2.1	13	1635	-1.0	1	0
- C/C(=C\c1ccco1)C1C(C#N)=C(N)OC2=C1C(=O)CC(C)(C)C2 (stereo not drawn)
→ 5	-44	0	0.7	-2	0.6	10	1562	1.2	-3	-13
- Cc1ccc(C)c(Cn2cnc3c(oc4ccccc43)c2=O)c1
→ -8	10	-5	3.2	4	-1.1	7	1619	0.0	-7	1
- CCCOc1ccc(C2(C(=O)O)CCCC2)cc1
→ 4	-8	-3	1.5	5	.	2	1394	2.8	0	14
- COc1cccc(CN2CCN(Cc3ccc(C#CC(C)(C)O)s3)CC2CCO)c1 (stereo not drawn)
→ 2	-9	-4	0.7	4	0.11	-6	1640	-0.9	1	-3
- Nc1nonc1C(=O)N/N=C/c1cccc([N+](=O)[O-])c1
→ 15	4	-14	2.1	6	.	1	1668	0.1	54*	7
- COC(=O)C(C)Oc1ccc(=O)[nH]n1 (stereo not drawn)
→ 0	-4	-1	0.5	4	0.011	3	1434	-0.1	-2	-11
- Cc1ccc(S(=O)(=O)N2CCN(C(=O)CCN3C(=O)c4ccccc4C3=O)CC2)cc1C
→ 3	-13	4	1.2	3	-0.24	2	1530	-0.2	19	5
- COc1ccc(N(CC(=O)O)S(=O)(=O)c2c(C)n[nH]c2C)cc1
→ 10	.	-5	-0.5	5	-0.086	0	1594	0.8	-2	4
- Cc1nc(NS(=O)(=O)c2ccccc2)sc1NC(=O)Nc1ccccc1
→ -21	7	-4	8.0	5	1	0	1519	-1.1	-7	0
- CCN(CC)c1ccc(/C=C/C(=O)c2ccc(Br)cc2)cc1
→ 18	-8	-5	8.3	6	.	1	1536	3.4	-4	-9
- COc1ccc(-c2[nH]ncc2CN2CCC(OCc3cccnc3)CC2)c(F)c1
→ -12	-6	2	0.8	2	0.23	1	1892	-0.5	7	8
- Fc1ccc(Oc2nccc(-c3ccc(Cl)cc3)n2)cc1
→ 6	.	-1	2.4	2	.	3	1622	0.0	-2	8
- COc1ccccc1N1CCN(C(=O)CCNS(=O)(=O)c2ccc(Br)s2)CC1
→ 2	2	-1	0.1	-9	.	0	1706	1.6	1	4
- Cc1cc(C)n(-c2ccc(C(=O)OCc3ccccc3)cc2)n1
→ 7	1	2	0.1	-3	.	4	1512	0.0	-7	2
- CC(=O)NC(Cc1cnc[nH]1)C(=O)O (stereo not drawn)
→ 25	-23	2	1.9	-7	0.87	-2	1476	2.1	1	-4
- CCOc1cc(/C=N/NC(=O)COc2ccc(Cl)cc2)ccc1OS(=O)(=O)c1ccccc1
→ 2	.	1	1.6	-4	1.7	-8	1341	0.6	96*	-8
- CCOC(=O)c1[nH]c2ccccc2c1NC(=S)Nc1cccc(C)c1C
→ 30	3	2	2.5	8	-2.4	13	1573	0.2	0	4
- COc1ccc(CNC(=O)C/C(C)=N/NC(=O)COc2cccc(C)c2)cc1
→ -9	-3	-1	0.7	2	.	-1	1568	-0.7	-6	4
- COc1ccc(-n2c(-c3ccc(Br)cc3)c[n+]3c2SC(C)C3)cc1 (stereo not drawn)
→ -17	1	-1	-0.5	-3	-1.3	-3	1644	-0.6	100*	2
- CCOC(=O)c1cc(-c2ccccc2)n(CCC(=O)NC(C)CC)c1C (stereo not drawn)
→ 10	.	-1	-0.7	-3	.	3	1599	-7.1	13	5
- O=C(NNC(=S)NCC1CCCO1)c1ccc(S(=O)(=O)N2CCOCC2)cc1 (stereo not drawn)
→ -42	-8	-4	1.5	7	0.46	2	1684	0.2	-6	1
- COc1ccc(CNC(=O)C2CCCN(S(=O)(=O)c3c(C)nn(C)c3C)C2)cc1 (stereo not drawn)
→ -7	-29	-2	0.6	3	.	4	1563	-1.0	-4	4
- O=C(COc1ccccc1)NC1CCS(=O)(=O)C1 (stereo not drawn)
→ -7	-23	2	1.1	3	0.64	2	1405	0.2	-4	6
- COc1[nH]c(/N=C/c2ccccc2)c(C#N)c1C#N
→ -1	-32	-2	3.1	-3	.	-7	1515	3.9	-3	-5
- CS(=O)(=O)Nc1ccc(S(=O)(=O)N2CCOCC2)cc1
→ 8	-7	-7	1.6	-3	0.81	0	1506	2.5	-2	-3
- CCOc1ccc(/C=C(/NC(=O)c2ccccc2)C(=O)NCCC(=O)O)cc1
→ -3	-16	-1	1.2	3	-0.088	-2	1584	0.0	-6	-1
- CCOc1cccc(NC(=O)C(Cc2cccs2)c2nn[nH]n2)c1 (stereo not drawn)
→ 20	-4	-3	-0.6	-8	.	-1	1519	2.4	-11	-7
- O=[N+]([O-])c1ncccc1Oc1nc(-c2cccnc2)nc2ccccc12
→ -9	-1	-6	5.5	6	-0.97	9	1538	-2.3	9	11
- CNC(=O)c1sc(-c2ccccc2)nc1C
→ 0	.	-3	0.8	4	-0.2	2	1722	0.2	-6	11
- COC(=O)c1sccc1NC(=O)C1CCCCC1C(=O)O (stereo not drawn)
→ 8	-8	3	1.3	4	0.047	6	1672	-1.7	-7	2
- COC(=O)CNC(=O)C12CC3CC(C1)CC(c1ccc(C)cc1)(C3)C2
→ -2	2	0	1.1	-3	-0.3	-5	1373	0.0	-1	-7
- CCCCOc1c(Br)cc(/C=N/O)cc1OCC
→ 2	.	1	-1.6	2	-0.86	3	1418	1.9	11	-2
- CCC(=O)c1ccc(OCC(=O)O)c(OC)c1
→ -10	5	-11	1.5	4	-1.8	1	1502	0.3	-2	-3
- CC(Oc1ccc(Cl)cc1)c1ccnn1S(=O)(=O)c1ccccc1 (stereo not drawn)
→ 38	.	-3	2.2	4	.	4	1571	2.9	47	-2
- CSc1ccccc1C(=O)Nc1nc2ccccc2[nH]1
→ -6	12	-9	3.6	9	0.48	2	1812	-0.5	21	2
- OCCN(Cc1ccccc1)Cc1ccc(Cl)cc1Cl
→ 7	.	7	1.6	5	.	1	1646	1.0	7	8
- CCN(CC)S(=O)(=O)c1ccc(F)cc1
→ -2	32	-5	0.5	11	0.27	1	1579	0.8	-8	1
- O=C(NNC(=O)c1cc(-c2cccnc2)nc2ccccc12)Nc1ccc(Cl)cc1
→ -7	5	-3	4.4	11	-0.62	2	1378	0.3	15	5
- c1ccc2oc(-c3ccc(Nc4nc(N5CCCC5)nc(N5CCOCC5)n4)cc3)nc2c1
→ -2	-10	-3	7.7	4	0.09	1	1631	-0.5	16	4
- C=CCn1c(SCc2c(C(=O)OC)sc(N)c2C(=O)OC)nnc1-c1ccc(Cl)cc1
→ -3	.	-4	3.6	-2	-2.4	-1	1393	0.2	51*	-8
- O=C1Nc2ccccc2N(O)N1c1ccc(S(=O)(=O)N2CCOCC2)cc1
→ -26	0	-1	0.5	9	0.29	7	1677	-0.5	-3	3
- CCOC(=O)CSc1nc2ccccc2c(=O)n1CC1CCCO1 (stereo not drawn)
→ 6	-47	-3	2.7	-2	-0.17	-8	1491	1.3	2	-5
- Cc1ccc(-c2cc(C(=O)N/N=C/c3c[nH]c4ccccc34)n[nH]2)o1
→ 2	-2	-4	-0.6	4	0.36	-1	1549	1.2	1	-1
- CC(C)CN1C(=O)NC(NC(=O)c2cccnc2)(C(F)(F)F)C1=O (stereo not drawn)
→ 2	.	-1	0.2	3	-0.39	12	1593	0.4	-5	1
- CCOC(=O)C1CCN(Cc2ccc(O)c(OC)c2)CC1
→ -6	5	-9	0.9	-4	.	6	1621	0.1	84*	9
- CCS(=O)(=O)NCCc1csc(-c2cccnc2)n1
→ 3	-1	-6	0.6	8	.	8	1477	-0.3	-6	-2
- CN1C(=O)C2(C(C#N)=C(N)N(c3cc(Cl)cc(Cl)c3)C3=C2C(=O)CC(C)(C)C3)c2ccccc21 (stereo not drawn)
→ 4	.	-2	3.7	3	-0.25	2	1544	-0.3	-3	24
- O=C(c1cc2ccc([N+](=O)[O-])cc2oc1=O)N1CCOCC1
→ 2	-21	0	-0.6	8	-0.36	5	1754	0.8	-6	2
- Cc1cc(=O)oc2cc(OCC(=O)OCC(=O)Nc3ccc(C(C)C)cc3)ccc12
→ 8	-13	-1	6.0	-6	0.19	-1	1498	-0.4	5	0
- COc1ccc(S(=O)(=O)N(CC(=O)N2CCN(c3ccccc3OC)CC2)c2ccccc2)cc1
→ -21	13	-1	4.5	11	-1.1	11	1522	0.1	91*	-1
- Brc1cccc(-c2nc(-c3ccncc3)no2)c1
→ 6	-28	0	1.8	7	-0.077	13	1578	-0.5	-8	2
- COc1ccc(/C(N)=N/OC(=O)c2ccc(C)c([N+](=O)[O-])c2)cc1
→ 1	.	-2	5.0	1	-0.018	-4	1516	0.6	-6	5

Some of these compounds in order of their number in PPARg SRC3 recr, smallest number first.
Molecule,PPARg SRC3 recr
CS(=O)(=O)Nc1ccc(S(=O)(=O)N2CCOCC2)cc1,-3
c1ccc2oc(-c3ccc(Nc4nc(N5CCCC5)nc(N5CCOCC5)n4)cc3)nc2c1,4
O=C(NNC(=O)c1cc(-c2cccnc2)nc2ccccc12)Nc1ccc(Cl)cc1,5

(list continues)
Every second line gives: bIAP inh	S1P3 antag	Efa HMGR inh	RAM network inh	PPARg SRC1 recr	ROMK mod	PPARg SRC2 recr	SRC2 TRFRET art	Redox H2O2 prof	Lmaj promast	PPARg SRC3 recr
- O=C(COC(=O)c1cc([N+](=O)[O-])ccc1NCCO)c1ccccc1
→ -23	-11	1	3.0	-8	-0.59	-10	1414	0.0	1	-5
- Cc1cc(C)nc(/N=C(/NC(=O)c2ccccc2)Nc2ccccc2)n1
→ 18	.	-4	4.7	-1	-0.44	4	1530	0.5	-6	6
- COc1cnc(-c2ccccn2)nc1Sc1ccc(Cl)cc1
→ 5	.	-1	0.3	1	-1.1	1	1461	-2.3	100*	0
- COCCNC(=O)C(=O)NNS(=O)(=O)c1ccc2ccccc2c1
→ -17	-13	0	1.1	8	0.72	4	1778	1.0	-3	2
- CC(/C=N/NC(=O)c1cc(C(C)C)[nH]n1)=C\c1ccccc1
→ 7	-10	1	2.0	8	.	-2	1708	0.0	-2	0
